TROY signal inh = blocks TROY-dependent signaling in reporter cells; Q293 LMP1-TROYcd NF-kB luciferase reporter, 4 h; inhibition, % at 10 µM; hit rate 0.98% among 360,000; AID 1347056;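 active means compounds whose plate-normalised and pattern-corrected inhibition of the luciferase reporter signal at the single screening dose is 50% or more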
TLR9-MyD88 block = TLR9-MyD88 interaction inhibition; CHO BLA complementation TLR9-MyD88, CCF4 FRET ratio; inhibition, % at 4.98 µM; hit rate 0.21% among 340,000; AID 504734;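 active means inhibition above the mean over all tested compounds plus 3 SD, cut at about 21% in these data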;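 further: 0% = DMSO only wells and 100% = clavulanate BLA inhibitor control wells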
Target sequence (Q99836 whole entry, looked up): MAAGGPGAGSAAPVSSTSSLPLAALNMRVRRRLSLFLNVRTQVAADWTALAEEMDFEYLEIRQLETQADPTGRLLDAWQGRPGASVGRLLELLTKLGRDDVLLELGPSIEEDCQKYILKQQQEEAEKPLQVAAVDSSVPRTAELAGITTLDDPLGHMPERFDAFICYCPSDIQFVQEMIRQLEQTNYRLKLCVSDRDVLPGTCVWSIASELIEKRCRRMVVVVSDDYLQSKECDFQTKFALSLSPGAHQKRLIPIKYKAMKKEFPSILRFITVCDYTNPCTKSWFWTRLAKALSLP
Target sequence (Q9NR96 whole entry, looked up): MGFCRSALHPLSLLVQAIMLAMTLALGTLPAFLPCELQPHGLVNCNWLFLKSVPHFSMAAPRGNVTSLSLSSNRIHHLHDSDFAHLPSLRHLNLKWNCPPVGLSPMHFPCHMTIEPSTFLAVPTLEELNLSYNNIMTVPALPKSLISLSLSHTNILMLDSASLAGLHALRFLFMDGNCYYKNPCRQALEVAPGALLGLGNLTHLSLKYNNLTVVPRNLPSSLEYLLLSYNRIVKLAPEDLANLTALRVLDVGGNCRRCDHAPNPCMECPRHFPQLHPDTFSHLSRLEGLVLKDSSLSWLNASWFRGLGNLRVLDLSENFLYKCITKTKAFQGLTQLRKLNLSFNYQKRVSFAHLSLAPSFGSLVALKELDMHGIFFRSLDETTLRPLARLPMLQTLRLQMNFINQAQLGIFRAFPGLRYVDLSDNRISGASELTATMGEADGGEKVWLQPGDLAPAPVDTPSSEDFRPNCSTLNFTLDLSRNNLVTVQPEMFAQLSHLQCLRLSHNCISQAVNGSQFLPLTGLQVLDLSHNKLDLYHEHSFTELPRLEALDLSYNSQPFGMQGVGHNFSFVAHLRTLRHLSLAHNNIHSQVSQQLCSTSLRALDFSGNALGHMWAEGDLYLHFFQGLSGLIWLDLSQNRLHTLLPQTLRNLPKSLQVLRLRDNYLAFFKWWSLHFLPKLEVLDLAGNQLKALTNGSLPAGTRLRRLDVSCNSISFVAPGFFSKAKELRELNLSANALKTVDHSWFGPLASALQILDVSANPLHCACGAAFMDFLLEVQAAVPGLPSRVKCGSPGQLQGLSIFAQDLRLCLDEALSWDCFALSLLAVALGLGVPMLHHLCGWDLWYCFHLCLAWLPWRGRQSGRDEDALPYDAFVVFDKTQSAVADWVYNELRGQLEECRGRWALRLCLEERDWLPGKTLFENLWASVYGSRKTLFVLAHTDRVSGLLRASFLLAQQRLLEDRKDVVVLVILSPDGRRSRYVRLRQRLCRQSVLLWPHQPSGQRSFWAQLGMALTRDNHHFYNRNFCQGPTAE
NOD2-RIPK2 inh = inhibitors of human NOD2-RIPK2 interaction; CHO BLA complementation NOD2-RIPK2, CCF4 ratio; O43353; hit rate 0.38% among 360,000; inhibition, % at 4.98 µM; in the data active means inhibition above about 21%;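 further: 0% = vehicle only and 100% = reference blocker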
NCOA1 inh = inhibitors of human steroid receptor coactivator 1 (SRC1) | HEK293 GAL4-SRC1 luciferase reporter, luminescence | inhibition, % at 3.6 µM | AID 588354 | hit rate 0.12% among 360,000 | Q15788;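 active means inhibition above the campaign mean plus 3 SD, with each screening campaign given its own cutoff, cut at about 60% in these data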;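 further: 0% = DMSO treated cells and 100% = gossypol at 36 µM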
LMP1 NFkB inh = Epstein-Barr LMP1 NF-kappaB reporter inhibition | inhibition, % at 12.5 µM | AID 504558 | LMP1-induced NF-kappaB luciferase reporter cells, luminescence | hit rate 0.69% among 350,000; in the data active means inhibition above about 41%;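 further: 0% = neutral control wells and 100% = reference inhibitor control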
C8 TRAIL sens = sensitizes caspase-8 expressing cells to TRAIL. NB7+C8 cells + TRAIL, ATPlite viability luminescence. inhibition (viability loss, TRAIL sensitization), % at 10 µM. hit rate 1% among 360,000;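 active means compounds causing at least 50% loss of cell viability in the single-dose screen, relative to plate controls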
LRH-1 inv ag = suppresses constitutive activity of human LRH-1. inhibition, % at 3.6 µM. HEK293T StAR-luciferase reporter, LRH-1 transfected, 24 h. hit rate 0.13% among 360,000;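 active means inhibition above the mean inhibition of all tested compounds plus 3 SD, cut at about 73% in these data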;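 further: 0% = DMSO wells and 100% = reporter-only cells lacking LRH-1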
SRC3 inh = inhibits human SRC3 coactivator; hit rate 0.17% among 360,000; Q9Y6Q9; inhibition, % at 3.6 µM; HEK293 GAL4-SRC3 luciferase reporter, luminescence;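 active means inhibition above a per-campaign cutoff, the mean of all compounds plus 3 SD, cut at about 60% in these data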;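 further: 0% = DMSO-treated cells and 100% = gossypol-treated cells at 36 µM; higher means less SRC3-driven luciferase light from the GAL4 reporter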
Vif imaging = inhibitors of HIV Vif; AID 602346; inhibition, % at 7.49 µM; HEK293T cells, Vif self-association by quenched fluorescence, imaging, 24 h; hit rate 0.35% among 340,000; in the data active means inhibition above about 50%, passing the limit was not always enough; further: some results filed as inactive read as strong as hits
SRC2 inh = inhibits human steroid receptor coactivator 2 | Q15596 | HEK293 GAL4-SRC2 luciferase reporter, luminescence | inhibition, % at 9 µM | hit rate 0.17% among 370,000 | AID 651957;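 active means inhibition above the mean inhibition of all tested compounds plus 3 SD, set per campaign, cut at about 52% in these data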;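 further: 0% = DMSO treated cells and 100% = cells given Gossypol at 36 µM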
COUP-TFII inh = blocks human COUP-TFII nuclear receptor; HEK293T NGFI-A luciferase reporter, luminescence; inhibition, % at 8.6 µM; AID 686940; hit rate 0.7% among 370,000;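 active means inhibition above a per-plate cutoff, mean inhibition of test wells between control levels plus 3 SD, cut at about 38% in these data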;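 further: cells cotransfected with COUP-TFII expression vector driving the NGFI-A reporter; 0% = median of COUP-TF2 test wells and 100% = reporter-only cells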
* = called active by the depositor; i = inactive; . = not tested or not shown.

SMILES	TROY signal inh	TLR9-MyD88 block	NOD2-RIPK2 inh	NCOA1 inh	LMP1 NFkB inh	C8 TRAIL sens	LRH-1 inv ag	SRC3 inh	Vif imaging	SRC2 inh	COUP-TFII inh
Cc1ccc(NC(=S)NC(=O)c2ccc(F)cc2)cc1S(=O)(=O)Nc1ccccc1Cl	16	5	2	-40	10	18	-14	12	5	7	27
O=C(CSc1nnnn1C1CCCCC1)N1CCCC1	-12	-6	-3	-5	1	3	-13	-17	0	14	-10
COc1ccc(C)cc1NC(=O)CSc1nc2ccccc2nc1N1CCCCC1	5	6	-4	-30	-2	10	16	-24	-3	7	-1
COc1ccc(NC(=O)CSCC(=O)Nc2ccc(S(=O)(=O)N3CCCC3)cc2)cc1	1	2	14	-4	-9	8	-14	-7	-1	6	-14
CC(C)OP(=O)(c1ccccc1)c1ccccc1	-5	-2	5	-9	-4	-10	5	4	0	-16	15
Cc1cc(NC(=O)Nc2cccs2)no1	29	10	0	-10	-1	-3	-27	-2	-7	-51	-17
O=C1CCC(C(=O)OCC(=O)Nc2ccc(SC(F)F)cc2)=NN1	-5	5	8	-6	-24	-9	-18	-25	5	-12	3
COc1cccc(N2CCN(C(C)C(=O)NC34CC5CC(CC(C5)C3)C4)CC2)c1 (stereo not drawn)	4	0	7	-5	-1	-11	9	18	4	12	-4
CC(=O)CSc1nc2ccccc2s1	-22	-5	1	-22	-40	11	-41	-40	6	-1	-25
Cc1ccccc1N1CCN(C(=O)c2cc(-c3ccccc3)nc3c2cnn3C(C)C)CC1	1	8	-14	13	0	-5	-7	0	.	6	-6
COC(=O)CCCCC1SCC2NC(=O)NC21 (stereo not drawn)	42	-2	-14	10	-36	-5	1	-3	-11	-11	-8
CCOC(=O)N1CCN(C(=O)c2oc3ccc(S(=O)(=O)N4CCCCCC4)cc3c2C)CC1	34	8	-6	2	-2	27	-9	-16	-8	-13	13
COCCN(CCOC)S(=O)(=O)NC[C@H]1O[C@@H](n2cnc3c(N)ncnc32)[C@H](O)[C@@H]1O	-4	12	-3	-2	-8	-22	8	-8	-2	9	4
O=C(COC(=O)C12CC3CC(CC(O)(C3)C1)C2)NCCc1ccc(Cl)cc1	-29	-1	-4	-17	-2	-5	7	0	-1	-7	0
CC(Sc1nnnn1C)C(=O)NC1CCCC1 (stereo not drawn)	1	3	-17	-3	-3	-13	8	8	2	-14	-2
COc1ccc(S(=O)(=O)N2CCCC(C(=O)O)C2)cc1Cl (stereo not drawn)	-16	1	-3	-23	0	-10	-8	5	-1	-51	3
O=C(/C=C/NNC(=O)c1cccc(Br)c1)c1cccc(Br)c1	-3	-3	-8	-11	4	-7	-28	-1	0	-30	3
COc1ccc([C@@H]2[C@@H]3C(=O)N(C(C)(C)C)C(=O)[C@@H]3[C@]3(Cc4ccc(Cl)cc4)C(=O)N(c4ccc(C)cc4)C(=O)N23)cc1	-7	-5	0	-15	0	12	-10	0	.	7	-10
O=C(CSc1nncc(=O)[nH]1)NC1CCCCC1	-9	-5	-7	-21	1	-16	-5	-11	-4	-16	1
CC(CC(=O)Nc1ccc2c(c1)c(=O)n(C)n2-c1cccs1)c1ccccc1 (stereo not drawn)	9	.	-4	3	.	16	-26	-10	0	6	-4
O=C(Cn1cnc2sc3c(c2c1=O)CCCC3)NCC(=O)Nc1c(F)cccc1F	-2	3	0	-11	-10	-13	4	-7	6	-10	11
C[C@@H](N)C(=O)N[C@H]1CCC2C3CC=C4C[C@@H](O)CC[C@]4(C)C3CC[C@@]21C (stereo partly drawn)	-7	2	-1	-6	-1	-12	0	-16	-2	7	-1
Cn1ccnc1SCC(=O)NC1(C#N)CCCCC1	2	-6	-6	27	-1	-4	1	3	-7	-5	-33
CCOC(=O)N/N=C/c1c(F)cccc1F	-13	4	-7	-23	-9	-5	-19	2	10	-35	4
Cc1ccc(S(=O)(=O)NCCC(=O)NC2CCN(Cc3ccccc3)CC2)cc1	9	-7	-1	-1	7	8	-10	-14	-7	-6	10
Cc1ccc(C)[n+](CC(=O)N2CCCCC2)c1	-5	-6	-1	-14	-7	-3	7	10	1	5	-5
Cc1ccc(NC(=O)Cn2c(=O)oc3ccccc32)cc1C	-14	9	-2	-3	-7	-16	4	0	15	4	3
COCC(=O)Nc1ccc(Br)c(C)c1	-9	-3	5	-18	1	-19	-8	-2	4	-19	13
COc1ccc(C(CNC(=O)COc2ccc([N+](=O)[O-])cc2)N2CCCCC2)cc1 (stereo not drawn)	1	-8	1	-13	-1	-11	-9	-7	4	17	-3
COc1cc(NC(=O)COc2ccccc2)c(OC)cc1NC(C)=O	2	4	-2	0	-2	-8	4	-9	-2	1	13
COc1ccc(C)cc1NC(=O)C1CCN(S(=O)(=O)c2cccs2)CC1	7	-2	5	10	0	8	3	-5	-8	27	-3
CCNC(=O)NC(=O)CSc1nc2ccccc2n1CCOC	8	-7	12	-3	12	-15	0	-5	-3	-4	13
CCCOc1cccc(C(=O)Nc2cccc(NC(=O)c3ccco3)c2)c1	-26	-7	-6	-7	-1	2	0	-13	.	7	-15
Cc1cccc(OCC(=O)N2CCc3ccccc3C2)c1	-34	-4	-2	-4	-12	1	-27	-24	8	-30	-21
O=C(COc1ccc(Cl)cc1Cl)NCC(=O)N/N=C/c1c[nH]c2ccccc12	-15	6	7	-5	4	-2	19	3	4	-12	-2
O=C(OCc1ccc([N+](=O)[O-])cc1Cl)c1cnccn1	12	-8	1	11	-4	13	4	3	2	-15	11
O=C1C(=C(O)c2ccccc2)C(=O)c2ccccc21	-18	-2	-2	-13	4	-4	28	22	i	-63	1
COc1cc(S(=O)(=O)NCc2ccc3c(c2)OCO3)ccc1Cl	16	-3	-3	5	4	-1	1	28	12	6	-1
CC(C)[C@@H]1Cc2[nH]c(=O)[nH]c(=O)c2[C@H](C)O1	5	.	-9	.	.	-4	-24	.	.	-26	-15
CC12CC3CC(C)(C1)CC(C(=O)NC(=S)N1CCOCC1)(C3)C2	-4	-3	7	8	-5	-8	17	6	7	6	-14
CC(=O)c1ccc(S(=O)(=O)NCC(=O)Nc2nc3ccccc3[nH]2)cc1	-4	5	-7	-4	-1	-6	2	9	-3	2	19
CC(C)C(O)(C(=O)NNc1ccccc1)C(C)C	-34	-3	-3	16	-11	-3	2	20	35	0	16
COc1ccc(/C=C/c2ccccc2)cc1[C@H]1[C@H]2C=CC[C@@H](C)[C@@H]2C(=O)N1Cc1ccccc1	6	7	0	-36	-5	45	-5	1	-2	-35	8
Cc1nc(NC(=O)c2cccc(Cl)c2)sc1C(=O)N1CCCCC1	-46	-5	-14	-73	-20	-1	-122	-100	2	-45	-39
CCC(=O)Nc1nc(N)n(-c2ccccc2)n1	19	-6	-7	-3	-2	-17	-8	-21	-10	3	9
CC1(C(=O)Nc2ccc3[nH]ncc3c2)CCN1C(=O)CC(c1ccccc1)c1ccccc1 (stereo not drawn)	-4	.	-11	7	.	5	6	-15	-3	-12	5
CC1CCN(C(=S)NC(=O)c2ccc(F)cc2)CC1	-21	-9	-18	-4	0	0	7	1	10	-29	5
Nc1ccc(-c2nc3ncccc3o2)cc1	-31	1	-15	-38	-7	-2	-47	-40	-5	-15	-22
COc1ccc(OC)c(NC(=O)COC(=O)C2CCC2)c1	6	-10	-6	-4	3	-5	-12	12	9	21	-4
CC(C)N1C(=O)c2ccccc2NC(=O)C1C(=O)NCc1ccccc1 (stereo not drawn)	.	.	-9	.	.	-4	-7	.	.	12	-5

10 structures from above, ordered by count of non-hydrogen atoms, lowest first:
SMILES	TROY signal inh	TLR9-MyD88 block	NOD2-RIPK2 inh	NCOA1 inh	LMP1 NFkB inh	C8 TRAIL sens	LRH-1 inv ag	SRC3 inh	Vif imaging	SRC2 inh	COUP-TFII inh
Nc1ccc(-c2nc3ncccc3o2)cc1	-31	1	-15	-38	-7	-2	-47	-40	-5	-15	-22
CCC(=O)Nc1nc(N)n(-c2ccccc2)n1	19	-6	-7	-3	-2	-17	-8	-21	-10	3	9
CC(C)C(O)(C(=O)NNc1ccccc1)C(C)C	-34	-3	-3	16	-11	-3	2	20	35	0	16
O=C1C(=C(O)c2ccccc2)C(=O)c2ccccc21	-18	-2	-2	-13	4	-4	28	22	i	-63	1
COc1ccc(OC)c(NC(=O)COC(=O)C2CCC2)c1	6	-10	-6	-4	3	-5	-12	12	9	21	-4
COc1cc(S(=O)(=O)NCc2ccc3c(c2)OCO3)ccc1Cl	16	-3	-3	5	4	-1	1	28	12	6	-1
Cc1nc(NC(=O)c2cccc(Cl)c2)sc1C(=O)N1CCCCC1	-46	-5	-14	-73	-20	-1	-122	-100	2	-45	-39
CC(=O)c1ccc(S(=O)(=O)NCC(=O)Nc2nc3ccccc3[nH]2)cc1	-4	5	-7	-4	-1	-6	2	9	-3	2	19
CC1(C(=O)Nc2ccc3[nH]ncc3c2)CCN1C(=O)CC(c1ccccc1)c1ccccc1 (stereo not drawn)	-4	.	-11	7	.	5	6	-15	-3	-12	5
COc1ccc(/C=C/c2ccccc2)cc1[C@H]1[C@H]2C=CC[C@@H](C)[C@@H]2C(=O)N1Cc1ccccc1	6	7	0	-36	-5	45	-5	1	-2	-35	8

Other results
SMILES	TROY signal inh	TLR9-MyD88 block	NOD2-RIPK2 inh	NCOA1 inh	LMP1 NFkB inh	C8 TRAIL sens	LRH-1 inv ag	SRC3 inh	Vif imaging	SRC2 inh	COUP-TFII inh
CSc1ncc(Cl)c(C(=O)Nc2cc(C)ccc2C)n1	11	-6	6	-6	-3	-6	9	-13	-2	5	-3
CN(C)c1ccc(/C=N/NC(=O)C(O)c2ccc(Br)cc2)cc1 (stereo not drawn)	-30	-5	7	-4	-2	-1	-1	6	-3	-6	-12
CC(=O)Nc1nc(C)nc(-c2ccccc2)c1C(C)=O	-2	7	-9	-28	-3	8	0	1	2	14	1
Clc1ccc(Cn2cc(/C=N/n3cnnc3)c3ccccc32)cc1	42	2	8	17	-1	0	38	27	-10	-30	5
CCOC(=O)C1(CCOc2ccccc2)CCN(Cc2ccc(OCC)c(CO)c2)CC1	8	8	4	13	16	13	18	11	-3	2	7
Cc1nn(CC(=O)Nc2ccc3c(c2)OCO3)c(C)c1Cl	-18	-21	-10	-13	-7	9	-7	2	9	1	-35

This is a subset. The share of hits here may be higher or lower than overall.
